Compound activity: PubChem BioAssay, several laboratories
CDK5 p35 inh: inhibitors of human CDK5/p35 kinase, primary screen, biochemical, single concentration; Cyclin-dependent kinase 5 (Homo sapiens) + Cyclin-dependent kinase 5 activator 1 (Homo …; Recombinant CDK5/p35, ADP-Glo luminescence, 60 min; inhibition, % at 10 µM; 330,000 tested, 0.01% active; AID 488839, 2010;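 active = highest replicate inhibition of at least 50% and at least 75% of replicates reaching 50%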;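 note: plate controls were DMSO neutral control for no effect and GW8510 at 10 µM for full effect; many of its hits are not listed in these tables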
RTF Ca sens act: cardiac RTF calcium sensitivity activators, primary screen, biochemical, IANBD-TnC fluorescence, EC20 calcium; 340,000 tested, 0.24% active; activation, % at 7.2 µM; IANBD-labeled TnC RTF fluorescence at EC20 calcium; 0% EC20 calcium, 100% full calcium;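 active = activation above the mean over all tested compounds plus 3 SD, cut at about 30% in these data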;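 note: rise in fluorescence read as greater calcium sensitivity of cardiac thin filaments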
Rtt109 Vps75: inhibitors of C. albicans Rtt109/Vps75 HAT, primary screen, biochemical, ThioGlo CoA-SH fluorescence, plate reader. 330,000 tested, 0.16% active. purified Rtt109/Vps75, 4 h. inhibition, % at 34.9 µM;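 active = inhibition of at least 50% in every replicate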
Target sequence (Q5AAJ8 whole entry, looked up): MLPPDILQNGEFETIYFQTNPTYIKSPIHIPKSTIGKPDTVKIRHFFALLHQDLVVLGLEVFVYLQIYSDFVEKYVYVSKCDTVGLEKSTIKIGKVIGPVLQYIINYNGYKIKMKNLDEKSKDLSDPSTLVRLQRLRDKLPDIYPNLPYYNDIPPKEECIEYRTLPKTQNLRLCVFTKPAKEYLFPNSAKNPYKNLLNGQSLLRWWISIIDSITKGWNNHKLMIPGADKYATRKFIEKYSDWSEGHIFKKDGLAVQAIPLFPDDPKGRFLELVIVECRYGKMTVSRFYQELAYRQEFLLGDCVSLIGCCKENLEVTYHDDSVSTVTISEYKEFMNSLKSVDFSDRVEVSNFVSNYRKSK
Keap1 Nrf2 FP: Keap1-Nrf2 protein-protein interaction inhibitors, primary screen, biochemical, fluorescence polarization, single point | 340,000 tested, 0.15% active | inhibition, % at 9.4 µM | Keap1 Kelch-Nrf2 peptide fluorescence polarization, 1536-well | AID 504523, 2011 | Kelch-like ECH-associated protein 1 (Homo sapiens), Q14145; in the data active = inhibition above about 12%;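 note: human Keap1 Kelch domain with fluorescein labeled Nrf2 9mer peptide probe; 0% = neutral control wells and 100% = peptide positive control; higher means more block of Keap1 binding to Nrf2 peptide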
PfHsp90 set2: growth inhibition of PfHsp90-expressing yeast, primary screen, antimalarial PfHsp90 inhibitor project, S. cerevisiae, BacTiter-Glo luminescence, single point, set 2 | 310,000 tested, 0.32% active | AID 504621, 2011 | BacTiter-Glo ATP, 48 h; yeast lacking PDR1 and PDR3 efflux regulators | inhibition, % at 9.4 µM;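 active = every replicate shows inhibition above about 80%, whatever the replicate mean, limit read from the data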;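 note: 0% = DMSO neutral controls and 100% = 20 µM radicicol positive controls; yeast relying on Plasmodium falciparum Hsp90 in place of its own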
Cardiac RTF inh: cardiac RTF calcium sensitivity inhibitors, primary screen, biochemical, IANBD-TnC fluorescence, EC70 calcium. Troponin I, cardiac muscle (Homo sapiens) + Troponin T, cardiac muscle (Homo sapiens) + …. IANBD-labeled cardiac RTF, Ca2+ fluorescence. inhibition, % at 7.15 µM. 340,000 tested, 0.12% active. AID 493244, 2011;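 active = inhibition above the mean inhibition of all tested compounds plus 3 SD, cut at about 17% in these data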;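 note: assay run at fixed EC70 calcium of 1.6 mM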
NSD2 inh: NSD2 histone methyltransferase inhibitors, primary screen, biochemical, AlphaScreen, single concentration, set 2 | AID 743445, 2014 | 310,000 tested, 0.54% active | inhibition, % at 12.5 µM | NSD2 peptide methylation, 120 min | Histone-lysine N-methyltransferase NSD2 (Homo sapiens), O96028; in the data active = inhibition above about 50%
PvdQ inh: P. aeruginosa PvdQ acylase inhibitors, primary screen, biochemical, fluorescence, plate reader and imaging, single point; inhibition, % at 10 µM; PvdQ acylase [Pseudomonas aeruginosa LESB58]; AID 488965, 2010; purified PvdQ acylase; 340,000 tested, 0.063% active; in the data active = inhibition above about 30%, passing the limit was not always enough;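 note: 0% = vehicle neutral wells and 100% = reference inhibitor wells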
dFosB activator: activators of delta FosB homodimer, primary screen, biochemical, fluorescence polarization, TAMRA-CDK5 oligo, single point; 340,000 tested, 0.99% active; Protein FosB (Mus musculus), P13346; purified delta FosB; percent of positive-control signal above neutral wells; activation, % at 25 µM; AID 493131, 2011;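 active = mean activation above about 17%, with every replicate also reaching it, limit read from the data, passing the limit was not always enough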;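 note: fluorescence polarization rise as delta FosB binds a TAMRA Cdk5 AP-1 oligo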
Target sequence (P13346 whole entry, looked up): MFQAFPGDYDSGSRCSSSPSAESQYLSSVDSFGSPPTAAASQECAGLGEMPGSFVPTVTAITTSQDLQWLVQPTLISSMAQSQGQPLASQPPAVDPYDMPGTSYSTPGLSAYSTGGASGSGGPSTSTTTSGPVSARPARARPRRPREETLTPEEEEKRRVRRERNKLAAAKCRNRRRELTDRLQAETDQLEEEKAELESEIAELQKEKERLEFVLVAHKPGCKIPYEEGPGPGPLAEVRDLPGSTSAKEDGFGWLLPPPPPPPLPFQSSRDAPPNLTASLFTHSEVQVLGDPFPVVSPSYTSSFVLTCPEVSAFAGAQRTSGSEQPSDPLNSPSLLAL
LANA DNA inh: inhibitors of KSHV C-LANA binding to DNA, primary screen, biochemical, fluorescence polarization, FAM-LBS DNA, MBP-C-LANA, single point; inhibition, % at 9 µM; Kaposi's sarcoma herpesvirus LANA C-terminal domain (residues 932-1162) DNA binding; AID 504423, 2011; 340,000 tested, 0.078% active;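 active = highest replicate inhibition at or above 60% at 9 µM, even if other replicates fall short; inactive = all replicates below 60% inhibition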;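 note: 0% = neutral control wells and 100% = 4 µM acridine orange control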
SUMO Mot1 rescue: yeast Mot1-301 growth rescue at high temperature, primary screen, SUMOylation pathway inhibitor project, S. cerevisiae, ATP luminescence, 38.5C. growth rescue, % at 18.8 µM. AID 2716, 2010. 320,000 tested, 1% active. S. cerevisiae Mot1-301 growth rescue; percent above DMSO median, 100 means doubled;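 active = every valid replicate shows activation above 250% relative to neutral control wells; inactive = the rest, any valid replicate at or below 250%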;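 note: OY570 slx delta 5 strain wells were the positive control but not used for scaling; some compounds called inactive have numbers as strong as hits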
Active calls of the source: *. No enrichment for hits; any-hit rate near 3.2%.

For COc1ccc(OC)c(NC(=O)C2CCCN2C(=O)NC2CCCCC2)c1 (configuration not stated) the results were CDK5 p35 inh 0.6, RTF Ca sens act 1.9, Rtt109 Vps75 -0.3, Keap1 Nrf2 FP -1.4, PfHsp90 set2 26.6, Cardiac RTF inh -14.6, NSD2 inh 4.2, PvdQ inh -9.5, dFosB activator -10.6, LANA DNA inh -1.3 and SUMO Mot1 rescue 0.0.
For CCOC(=O)C(CC)n1cnc2c(nnn2-c2cccc(OC)c2)c1=O (configuration not stated) the results were CDK5 p35 inh -0.5, RTF Ca sens act -1.3, Rtt109 Vps75 0.3, Keap1 Nrf2 FP 4.9, PfHsp90 set2 -1.2, Cardiac RTF inh -6.5, NSD2 inh 0.4, PvdQ inh -6.1, dFosB activator 5.5, LANA DNA inh -0.4 and SUMO Mot1 rescue 9.4.
For COC(=O)C1=C(O)/C(=C\c2ccc(OCC(=O)Nc3ccccc3OC)cc2)N=C1C the results were CDK5 p35 inh 4.1, RTF Ca sens act -2.8, Rtt109 Vps75 -0.8, Keap1 Nrf2 FP -1.2, PfHsp90 set2 -13.9, Cardiac RTF inh -2.0, NSD2 inh 15.3, PvdQ inh -8.8, dFosB activator -0.3, LANA DNA inh 2.2 and SUMO Mot1 rescue 219.5.
For Cc1cc(Nc2ccc(F)cc2)n2nc(C)nc2n1 the results were CDK5 p35 inh -0.2, RTF Ca sens act 1.8, Rtt109 Vps75 -2.0, Keap1 Nrf2 FP 1.7, PfHsp90 set2 -11.5, Cardiac RTF inh -4.3, PvdQ inh -4.1, dFosB activator -0.2, LANA DNA inh 1.1 and SUMO Mot1 rescue 1.5.
Screening COC(=O)C1=C(C)NC2=C(C1c1ccc(O)cc1)S(=O)(=O)c1ccccc12 (configuration not stated) returned CDK5 p35 inh 2.3, RTF Ca sens act -0.1, Rtt109 Vps75 0.4, Keap1 Nrf2 FP -4.8, PfHsp90 set2 7.8, Cardiac RTF inh 0.4, NSD2 inh -0.8, PvdQ inh -16.6, dFosB activator -8.9, LANA DNA inh -0.1 and SUMO Mot1 rescue 1.6.
Screening CN(CC(=O)Nc1ccc(Cl)c(Cl)c1)C1CCCCC1 returned CDK5 p35 inh -6.2, RTF Ca sens act -3.1, Rtt109 Vps75 3.9, Keap1 Nrf2 FP -7.6, PfHsp90 set2 5.0, Cardiac RTF inh -12.0, NSD2 inh -6.4, PvdQ inh -20.8, dFosB activator -9.3, LANA DNA inh -2.2 and SUMO Mot1 rescue 48.9.
`CC(=O)Nc1ccc(S(=O)(=O)Nc2ccc(S(=O)(=O)Nc3ncccn3)cc2)cc1` gave CDK5 p35 inh 0.0, RTF Ca sens act -8.4, Rtt109 Vps75 9.4, Keap1 Nrf2 FP -3.4, PfHsp90 set2 1.8, Cardiac RTF inh -15.1, NSD2 inh -1.3, PvdQ inh 6.7, dFosB activator -0.6, LANA DNA inh -0.2 and SUMO Mot1 rescue active.
COc1cccc(NC(=O)CSc2nnnn2C2CCCCC2)c1 was read as CDK5 p35 inh -2.0, RTF Ca sens act -1.5, Rtt109 Vps75 -4.8, Keap1 Nrf2 FP -5.9, PfHsp90 set2 14.2, Cardiac RTF inh -1.9, NSD2 inh -3.3, PvdQ inh -2.1, dFosB activator -3.0 and LANA DNA inh -1.4.
For OCCC1CN(Cc2cnn(-c3ccc(F)cc3)c2)CCN1Cc1ccsc1 (configuration not stated) the results were CDK5 p35 inh 1.5, RTF Ca sens act 11.0, Rtt109 Vps75 0.8, Keap1 Nrf2 FP 0.9, PfHsp90 set2 10.6, Cardiac RTF inh 6.9, NSD2 inh -0.1, PvdQ inh 3.1, dFosB activator -7.3, LANA DNA inh 0.9 and SUMO Mot1 rescue -10.1.
Screening O=C(CC12CCC(CC1)C2)NCc1ccc2c(c1)OCO2 returned CDK5 p35 inh -2.5, RTF Ca sens act -3.0, Keap1 Nrf2 FP -4.1, PfHsp90 set2 8.5, Cardiac RTF inh -19.0, NSD2 inh -2.1, PvdQ inh 6.4, dFosB activator 1.8, LANA DNA inh -1.8 and SUMO Mot1 rescue 26.0.
`CCC(O)C(C)(C)C` (configuration not stated) gave CDK5 p35 inh -2.2, RTF Ca sens act 7.1, Rtt109 Vps75 -2.8, Keap1 Nrf2 FP -4.2, PfHsp90 set2 14.8, Cardiac RTF inh 1.5, PvdQ inh -11.3, dFosB activator -4.5, LANA DNA inh 2.3 and SUMO Mot1 rescue -19.8.
Screening COc1ccc(-n2ncc3c2CC(C)(C)CC3NC(=O)C2=CC(=O)CC(C)(C)O2)cc1 (configuration not stated) returned CDK5 p35 inh 0.6, RTF Ca sens act 2.5, Rtt109 Vps75 -1.9, Keap1 Nrf2 FP 1.2, PfHsp90 set2 -6.6, Cardiac RTF inh 0.5, NSD2 inh -0.1, PvdQ inh -3.7, dFosB activator -11.2, LANA DNA inh 0.7 and SUMO Mot1 rescue -19.6.
Screening COc1cc(CC(=O)N(c2ccccc2)c2nc(C)cs2)cc(OC)c1OC returned CDK5 p35 inh -0.1, RTF Ca sens act 1.6, Rtt109 Vps75 -0.5, Keap1 Nrf2 FP -2.8, PfHsp90 set2 18.9, Cardiac RTF inh -5.7, NSD2 inh 0.0, PvdQ inh -14.1, dFosB activator -9.5, LANA DNA inh -2.9 and SUMO Mot1 rescue 5.9.
`CCN1C[C@@H]2[C@@H]3C(=O)N(Cc4ccccc4)C(=O)[C@@H]3[C@](CC)(C1=O)N2C(=O)c1ccc(F)cc1` gave CDK5 p35 inh 0.3, RTF Ca sens act -3.2, Rtt109 Vps75 -0.5, Keap1 Nrf2 FP 0.7, PfHsp90 set2 17.4, Cardiac RTF inh 5.2, PvdQ inh 3.6, dFosB activator -0.2 and LANA DNA inh 0.7.
Screening CCn1cc(C(=O)N2CCN(Cc3ccc4c(c3)OCO4)CC2)c(=O)c2ccc(C)nc21 returned CDK5 p35 inh -1.9, RTF Ca sens act -0.4, Rtt109 Vps75 6.2, Keap1 Nrf2 FP -4.2, PfHsp90 set2 -0.5, Cardiac RTF inh -2.5, NSD2 inh -0.9, PvdQ inh -9.8, dFosB activator -3.7, LANA DNA inh -1.9 and SUMO Mot1 rescue 133.9.
For CC#CC(=O)NC1CCCN(C2Cc3ccccc3C2)C1 (configuration not stated) the results were CDK5 p35 inh -0.7, RTF Ca sens act -2.3, Rtt109 Vps75 -1.2, Keap1 Nrf2 FP -5.5, PfHsp90 set2 11.7, Cardiac RTF inh 0.3, NSD2 inh 1.6, PvdQ inh -4.1, dFosB activator -0.8, LANA DNA inh 0.5 and SUMO Mot1 rescue 479.2.
For COc1cccc(C(=O)Nc2ccc(S(=O)(=O)N3CCCCC3)cc2)c1OC the results were CDK5 p35 inh 0.3, RTF Ca sens act -1.2, Rtt109 Vps75 -1.6, Keap1 Nrf2 FP -0.3, PfHsp90 set2 4.8, Cardiac RTF inh -5.7, NSD2 inh -0.3, PvdQ inh -15.0, dFosB activator -2.0, LANA DNA inh 1.0 and SUMO Mot1 rescue 2.5.
`CC(C)c1ccc(/C=C/C(=O)NC(=S)NN2CCOCC2)cc1` gave CDK5 p35 inh -1.4, RTF Ca sens act 1.9, Rtt109 Vps75 8.5, Keap1 Nrf2 FP -1.1, PfHsp90 set2 4.8, Cardiac RTF inh 1.4, NSD2 inh 20.8, PvdQ inh -3.3, dFosB activator -11.4, LANA DNA inh -0.6 and SUMO Mot1 rescue 10.0.
For Cc1ccc2c(c1)cc(CN(Cc1ccco1)C(=O)N1CCOCC1)c1nnnn12 the results were CDK5 p35 inh 0.9, RTF Ca sens act -2.7, Rtt109 Vps75 -5.9, Keap1 Nrf2 FP 0.7, PfHsp90 set2 2.1, Cardiac RTF inh -3.9, NSD2 inh 3.0, PvdQ inh -8.1, dFosB activator -4.4, LANA DNA inh 0.4 and SUMO Mot1 rescue 6.6.
Screening CCOCCCNCC(=O)Nc1cc(S(=O)(=O)N2CCOCC2)ccc1N1CCOCC1 returned CDK5 p35 inh -0.3, RTF Ca sens act 2.9, Rtt109 Vps75 -6.4, Keap1 Nrf2 FP 2.9, Cardiac RTF inh -12.0, NSD2 inh -2.5, PvdQ inh -15.1, dFosB activator 1.1, LANA DNA inh 0.0 and SUMO Mot1 rescue 3.7.
Screening Cc1oc(-c2ccccc2Cl)nc1CS(=O)(=O)CC(=O)NCCc1ccccc1 returned CDK5 p35 inh 0.1, RTF Ca sens act 3.2, Rtt109 Vps75 -4.5, Keap1 Nrf2 FP 1.6, PfHsp90 set2 13.5, Cardiac RTF inh -6.7, PvdQ inh -15.7, dFosB activator -4.1, LANA DNA inh -0.8 and SUMO Mot1 rescue 7.0.
Screening COCCNC(=S)NNC(=O)c1cccs1 returned CDK5 p35 inh -5.5, RTF Ca sens act 3.5, Rtt109 Vps75 4.8, Keap1 Nrf2 FP 0.2, PfHsp90 set2 8.6, Cardiac RTF inh -4.7, NSD2 inh -0.9, PvdQ inh -2.3, dFosB activator 2.1, LANA DNA inh 0.9 and SUMO Mot1 rescue -7.9.
`O=C(CSc1ccccn1)N1CCNC1=O` gave CDK5 p35 inh -0.2, RTF Ca sens act 15.2, Rtt109 Vps75 0.5, Keap1 Nrf2 FP 0.3, PfHsp90 set2 -2.3, Cardiac RTF inh 1.3, NSD2 inh -1.1, PvdQ inh -12.6, dFosB activator -6.8, LANA DNA inh 0.5 and SUMO Mot1 rescue -6.7.
Screening O=c1[nH]c(-c2ccc(O)cc2)nc2scc(-c3cccs3)c12 returned CDK5 p35 inh -4.6, RTF Ca sens act 1.6, Rtt109 Vps75 -3.7, Keap1 Nrf2 FP 1.5, PfHsp90 set2 -12.8, Cardiac RTF inh 6.2, PvdQ inh 1.4, dFosB activator 0.4, LANA DNA inh 1.3 and SUMO Mot1 rescue -5.2.
